PGK inhibitor: qHTS Assay to Find Inhibitors of Phosphoglycerate Kinase; Potency, µM (titrated, usually from 57.5 µM), without a hit: at the highest dose activity change, negative = inhibition, most hits filed as inhibitors; 0.043% of 380,000 active; PGK/GAPDH coupled, Kinase-Glo luminescence, 60 min; Phosphoglycerate kinase, glycosomal (Trypanosoma brucei brucei), P07378; AID 602233, 2012; further: potency means the concentration at half of the fitted maximal effect; on the % scale 0 is the no-effect control and ±100 the full control effect; nearly all actives have a fitted effect of over 60% in size
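Recombinant glycosomal PGK reaction used 1,3-bisphosphoglycerate generated in-well by GAPDH (100nM final) in 100mM TEA pH 7.6, 5mM MgCl2, 0.01% Tween-20. After 60 minutes at room temperature, ATP was read by Kinase-Glo Plus luminescence end-point.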
PI4K2A block: qHTS for small molecular inhibitors of PI4K2A | purified PI4K2A, ADP-Glo luminescence, 1 h; stronger effect = lower value | activity change, negative = inhibition, % at 76.9 µM | 0.13% of 420,000 active; in the data active means activity change below about -50%; inconclusive means mostly about -30% to -49%;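 further: -100% = wells without enzyme as full effect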
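Compounds are screened against recombinant PI4K2A using PI as substrate and ATP, the latter dispensed at 300 microM. Reactions run one hour at ambient temperature before ADP-Glo detection; full inhibition defined by wells lacking enzyme.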
GLS inh: qHTS for Inhibitors of Glutaminase (GLS); Potency, µM (series often up to 45.5 µM), for inactives: at the top dose activity change, negative = inhibition, most hits filed as inhibitors; Glutaminase kidney isoform, mitochondrial (Homo sapiens), O94925; GLS enzymatic activity, qHTS titration; 0.21% of 410,000 active; further: potency means the concentration at half of the fitted maximal effect; on the % scale 0 is the no-effect control and ±100 the full control effect
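hKGA in 45 mM KH2PO4 pH 8.2, 0.02% Tween-20 with pin-transferred compounds; 1 mM L-glutamine (stock) plus glutamate oxidase/HRP/Amplex Red coupling added. Fluorescence read initially and after 30 min at RT.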
HP1b chromo inh: HTS for Inhibitors of HP1-beta Chromodomain Interactions with Methylated Histone Tails; AlphaScreen HP1-beta / biotin-H3K9me3 peptide binding; Chromobox protein homolog 1 (Homo sapiens), P83916; 0.56% of 390,000 active; Potency, µM (titrated, usually from 114 µM), for inactives: at the highest dose activity change, negative = inhibition, hits mostly inhibitors; further: potency means the concentration at half of the fitted maximal effect; nearly all actives have a fitted effect of over 70% in size; inactives centre near 23
Target sequence (P83916 whole entry, looked up): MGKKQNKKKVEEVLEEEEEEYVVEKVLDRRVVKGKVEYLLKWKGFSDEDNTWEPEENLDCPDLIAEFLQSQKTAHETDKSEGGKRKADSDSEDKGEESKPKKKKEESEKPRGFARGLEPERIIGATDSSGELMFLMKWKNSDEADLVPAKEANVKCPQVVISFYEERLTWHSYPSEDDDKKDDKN
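Compound inhibition of the preformed complex between 50 nM HP1-beta and 50 nM biotinylated H3K9me3 peptide was read by AlphaScreen. Buffer was PBS pH 7.4 with 0.01% Tween-20. Incubations ran 30 min at room temperature, with 10 ug/mL donor/acceptor beads.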
USP1-UAF1 inh: Inhibitors of USP1/UAF1: Primary Screen | Ubiquitin carboxyl-terminal hydrolase 1 (Homo sapiens), O94782 | recombinant USP1/UAF1, Ub-Rhodamine cleavage fluorescence | Potency, µM (series often up to 57.1 µM), for the others: at the highest dose activity change, negative = inhibition, most hits filed as inhibitors | 0.23% of 390,000 active | AID 743255, 2014; further: potency means the concentration at half of the fitted maximal effect; on the % scale 0 is the no-effect control and ±100 the full control effect; nearly all actives have a fitted effect of over 60% in size; inactives centre near -12
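High-throughput fluorogenic screen: 1nM USP1/UAF1 complex, Ub-Rho substrate 150nM final, 50mM HEPES pH 7.8 with 0.5mM EDTA, 0.1 mg/ml BSA, 1mM TCEP and 0.01% Tween-20.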
IDH1 R132H inh: qHTS for Inhibitors of mutant isocitrate dehydrogenase 1 (IDH1): qHTS. IDH1-R132H enzyme, NADPH consumption, diaphorase/resazurin fluorescence. AID 602179, 2012. 0.093% of 390,000 active. Potency, µM (series often up to 76.6 µM), without a hit: top-dose activity change, negative = inhibition, hits mostly inhibitors. Isocitrate dehydrogenase [NADP] cytoplasmic (Homo sapiens), O75874; further: potency means the concentration at half of the fitted maximal effect; on the % scale 0 is the no-effect control and ±100 the full control effect; nearly all actives have a fitted effect of over 65% in size
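IDH1-R132H (0.5 ug/mL) preincubated 30 min with compound, then NADPH (0.016 mM) and alpha-KG (2 mM) added; 80 min at RT, pH 7.5. Remaining NADPH coupled via diaphorase/resazurin to fluorescence (540/590 nm); concentration-response curves normalized to no-enzyme control.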
TrxR1 substrate: qHTS Assay for Substrates of Mammalian Selenoprotein Thioredoxin Reductase 1 (TrxR1): qHTS; purified TrxR1 substrate turnover, NADPH consumption readout; Thioredoxin reductase 1, cytoplasmic (Rattus norvegicus), O89049; 0.01% of 390,000 active; AID 588456, 2011; Potency, µM (titrated, usually from 114 µM), for the others: top-dose activity change, negative = substrate turnover; further: potency means the concentration at half of the fitted maximal effect; on the % scale 0 is the no-effect control and ±100 the full control effect; nearly all actives have a fitted effect of over 50% in size
Target sequence (O89049 whole entry, looked up): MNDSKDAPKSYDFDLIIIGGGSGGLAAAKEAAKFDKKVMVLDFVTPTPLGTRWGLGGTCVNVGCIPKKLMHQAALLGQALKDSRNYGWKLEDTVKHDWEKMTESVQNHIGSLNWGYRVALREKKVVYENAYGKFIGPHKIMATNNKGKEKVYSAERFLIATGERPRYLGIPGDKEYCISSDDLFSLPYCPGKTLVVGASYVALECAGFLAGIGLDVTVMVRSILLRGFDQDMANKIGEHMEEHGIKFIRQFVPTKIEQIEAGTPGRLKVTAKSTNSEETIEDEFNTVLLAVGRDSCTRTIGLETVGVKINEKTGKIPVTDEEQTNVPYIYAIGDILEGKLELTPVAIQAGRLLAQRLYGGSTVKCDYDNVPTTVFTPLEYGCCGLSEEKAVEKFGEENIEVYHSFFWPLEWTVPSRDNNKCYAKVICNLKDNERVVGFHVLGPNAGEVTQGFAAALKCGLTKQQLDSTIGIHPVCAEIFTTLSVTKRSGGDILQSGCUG
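Rat TrxR1, dispensed at 90 nM, was prereduced with 400 uM NADPH (final) for 5 min at ~22 deg C, then incubated with compound 15 min before 400 uM selenite. A first-read NADPH fluorescence drop versus no-compound background flagged substrates.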
Pin1 inh: qHTS Assay to Find Inhibitors of Pin1. Peptidyl-prolyl cis-trans isomerase NIMA-interacting 1 (Homo sapiens), Q13526. Potency, µM (doses to about 115 µM), inactives show top-dose activity, negative = inhibition, usual class: inhibitors. Pin1 FP peptide displacement, HiFluor488, 10 min. AID 504891, 2011. 0.009% of 390,000 active; active means well fitted inhibition curve with a large enough effect in the polarisation, with a control signal flat, not every such curve was filed as active; inconclusive means small, poorly fitted or top-dose-only effect, or effect the other way, or a change in a side signal; inactive means no such curve, though single readings can be large or run the other way; the % refers to the polarisation; further: potency means the concentration at half of the fitted maximal effect; on the % scale 0 is the no-effect control and ±100 the full control effect
Target sequence (Q13526 whole entry, looked up): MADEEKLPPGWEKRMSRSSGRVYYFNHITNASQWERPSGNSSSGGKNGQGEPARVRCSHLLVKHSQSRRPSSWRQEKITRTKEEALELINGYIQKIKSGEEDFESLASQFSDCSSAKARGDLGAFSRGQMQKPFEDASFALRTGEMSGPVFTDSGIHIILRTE
TrxR1 inh: qHTS Assay for Inhibitors of Mammalian Selenoprotein Thioredoxin Reductase 1 (TrxR1): qHTS. Potency, µM (titrated, usually from 114 µM), without a hit: top-dose activity change, negative = inhibition, hits mostly inhibitors. Thioredoxin reductase 1, cytoplasmic (Rattus norvegicus), O89049. recombinant rTrxR1, NADPH fluorescence consumption, selenite substrate. AID 588453, 2011. 1% of 390,000 active; further: potency means the concentration at half of the fitted maximal effect; on the % scale 0 is the no-effect control and ±100 the full control effect; nearly all actives have a fitted effect of over 65% in size
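Rat TrxR1 (90 nM in the dispensed reagent) was pre-reduced with 400 uM NADPH for 5 min at room temperature, then incubated with compound for 15 min. After 400 uM selenite was added, NADPH fluorescence (Ex 340/Em 450 nm) was followed for 8 min.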
* hit, by the source's call; [ ] = remark or other dose. Unless noted, the call rests on the fitted dose curve; in most records, active means well fitted curve in the direction sought with a large enough effect; inconclusive means small, poorly fitted or top-dose-only effect, or another doubt; inactive means no such curve, though single readings can be large; an effect the other way counts as inactive or inconclusive. Only part of the results is shown. The share of hits here may be higher or lower than overall.

What do the screens show for `Cc1nccc2[nH]c(=O)c(C(=O)NC3CCCCC3C)cc12` (centres undefined)?
PGK inhibitor: -3%; PI4K2A block: -12; GLS inh: 8%; HP1b chromo inh: 10%; USP1-UAF1 inh: -6%; IDH1 R132H inh: 2%; TrxR1 substrate: -9%; Pin1 inh: -2%; TrxR1 inh: -12%

Results for Cc1nnc2n1N=C(c1ccc(F)cc1F)CS2 ?
PGK inhibitor: -9%; PI4K2A block: -4; GLS inh: -3%; HP1b chromo inh: 45%[activator]; USP1-UAF1 inh: -16%; IDH1 R132H inh: 1%; TrxR1 substrate: -2%; Pin1 inh: -2%; TrxR1 inh: 14%

Results for O=C1Cc2cc(S(=O)(=O)N3CCCCC3)cc3c2N1CCC3 ?
PGK inhibitor: -5%; PI4K2A block: -5; GLS inh: 3%; HP1b chromo inh: 27%; USP1-UAF1 inh: -9%; IDH1 R132H inh: 6%; TrxR1 substrate: 4%[57.1 µM]; Pin1 inh: -1%; TrxR1 inh: 17%[57.1 µM]

How did CC(C)(C)C1=C(C#N)C(c2cccnc2)C(C#N)=C(N)O1 (centres undefined) do in these assays?
PGK inhibitor: 0%; PI4K2A block: -1; GLS inh: 15%; HP1b chromo inh: 48%[activator]; USP1-UAF1 inh: -18%; IDH1 R132H inh: 1%; TrxR1 substrate: 5%; Pin1 inh: -1%; TrxR1 inh: inconclusive

Results for COCCNC(=O)C(OC(=O)c1nsc(Cl)c1Cl)C(C)C (centres undefined) ?
PGK inhibitor: -7%; PI4K2A block: -1; GLS inh: 1%; HP1b chromo inh: 34%; USP1-UAF1 inh: -13%; IDH1 R132H inh: -5%; TrxR1 substrate: -6%[57.1 µM]; Pin1 inh: 0%; TrxR1 inh: -5%[57.1 µM]

Results for COc1ncnc2c1ncn2CCCN[C@H](C)c1cccc2ccccc12 ?
PGK inhibitor: -3%; PI4K2A block: 3; GLS inh: -14%; USP1-UAF1 inh: -21%; IDH1 R132H inh: 5%

Results for Cc1ccc(-c2nnc(Nc3ccc(CC(N)=O)cc3)c3ccccc23)cc1 ?
PGK inhibitor: -6%; PI4K2A block: 4; GLS inh: 84%[activator]; HP1b chromo inh: 24%; USP1-UAF1 inh: inconclusive; IDH1 R132H inh: 6%; TrxR1 substrate: -5%[57.1 µM]; Pin1 inh: 3%; TrxR1 inh: -3%[57.1 µM]

Results for C=C(C)c1cccc(C(C)(C)NC(=O)N2CCC(C)CC2)c1 ?
PGK inhibitor: 14%; PI4K2A block: 7; GLS inh: 9%; HP1b chromo inh: 33%; USP1-UAF1 inh: -19%; IDH1 R132H inh: 4%; TrxR1 substrate: 5%; Pin1 inh: -1%; TrxR1 inh: 11%

How did Cc1nc(SCC(=O)Nc2ccc(Cl)cc2[N+](=O)[O-])nc(C)c1C do in these assays?
PGK inhibitor: 12%; PI4K2A block: -1; GLS inh: -2%; HP1b chromo inh: inconclusive; USP1-UAF1 inh: -5%; IDH1 R132H inh: 4%; TrxR1 substrate: 0%; Pin1 inh: -7%; TrxR1 inh: 12%

Results for O=C(COC(=O)CSCC(=O)N1CCCCC1)NCc1ccc(F)cc1 ?
PGK inhibitor: 5%; PI4K2A block: 3; GLS inh: -6%; HP1b chromo inh: 61%[activator]; USP1-UAF1 inh: -21%; IDH1 R132H inh: 4%; TrxR1 substrate: -1%; Pin1 inh: -5%; TrxR1 inh: 1%

How did Cn1c(SCc2nc(-c3cccs3)no2)nnc1C1CCCCC1 do in these assays?
PGK inhibitor: -4%; PI4K2A block: 5; GLS inh: -1%; HP1b chromo inh: 55%[activator]; USP1-UAF1 inh: 4%; IDH1 R132H inh: 4%; TrxR1 substrate: -1%; Pin1 inh: 3%; TrxR1 inh: 0%

What do the screens show for `COc1cc(C(CC(=O)Nc2ccccn2)N2Cc3ccccc3C2=O)cc(OC)c1OC` (centres undefined)?
PGK inhibitor: inactive; PI4K2A block: 0; GLS inh: -1%; HP1b chromo inh: 31%; USP1-UAF1 inh: -10%; IDH1 R132H inh: -1%; TrxR1 substrate: 5%; Pin1 inh: -3%; TrxR1 inh: 13%

The closing 2 records of the section before open the next one:
How did Cn1c(SCc2nc(-c3cccs3)no2)nnc1C1CCCCC1 do in these assays?
PGK inhibitor: -4%; PI4K2A block: 5; GLS inh: -1%; HP1b chromo inh: 55%[activator]; USP1-UAF1 inh: 4%; IDH1 R132H inh: 4%; TrxR1 substrate: -1%; Pin1 inh: 3%; TrxR1 inh: 0%

What do the screens show for `COc1cc(C(CC(=O)Nc2ccccn2)N2Cc3ccccc3C2=O)cc(OC)c1OC` (centres undefined)?
PGK inhibitor: inactive; PI4K2A block: 0; GLS inh: -1%; HP1b chromo inh: 31%; USP1-UAF1 inh: -10%; IDH1 R132H inh: -1%; TrxR1 substrate: 5%; Pin1 inh: -3%; TrxR1 inh: 13%

What do the screens show for `CCOC(=O)C1C(=O)CC(C)(O)C(C(=O)OCC)C1c1ccc(SC)cc1` (centres undefined)?
PGK inhibitor: 6%; PI4K2A block: -1; GLS inh: -3%; HP1b chromo inh: 19%; USP1-UAF1 inh: -1%; IDH1 R132H inh: 1%; TrxR1 substrate: 4%; Pin1 inh: 5%; TrxR1 inh: 11%

What do the screens show for `Cc1c(C#N)c(N=CN(C)C)c(C(=O)c2ccccc2)n1-c1ccc(Br)cc1`?
PGK inhibitor: inactive; PI4K2A block: 5; GLS inh: -3%; HP1b chromo inh: 4%; USP1-UAF1 inh: -20%; IDH1 R132H inh: 5%; TrxR1 substrate: -2%; Pin1 inh: -1%; TrxR1 inh: 3%

How did CC(C)CN1CCC(C(=O)N2CCN(c3ccccc3F)CC2)CC1 do in these assays?
PGK inhibitor: inactive; PI4K2A block: -2; GLS inh: -11%; HP1b chromo inh: inconclusive; USP1-UAF1 inh: -23%; IDH1 R132H inh: 0%; TrxR1 substrate: -12%; Pin1 inh: -5%; TrxR1 inh: -12%

Results for CCCOC(=O)c1c(NC(=O)c2nc3ncccn3n2)sc(C(N)=O)c1C ?
PGK inhibitor: inactive; PI4K2A block: 1; GLS inh: -14%; HP1b chromo inh: 21%; USP1-UAF1 inh: -18%; IDH1 R132H inh: -5%; TrxR1 substrate: -2%; Pin1 inh: -4%; TrxR1 inh: 13%

Results for CCOc1cc(-c2noc(CCCC(=O)NC3CCCCC3)n2)ccc1OC ?
PGK inhibitor: -2%; PI4K2A block: 4; GLS inh: -1%; HP1b chromo inh: 27%; USP1-UAF1 inh: inconclusive; IDH1 R132H inh: 7%; TrxR1 substrate: 5%; Pin1 inh: 3%; TrxR1 inh: 6%

What do the screens show for `CCOC(=O)c1cc(=O)n2c(nc3ccccc32)[nH]1`?
PGK inhibitor: 2%; PI4K2A block: -6; GLS inh: 16%; HP1b chromo inh: 36%; USP1-UAF1 inh: -19%; IDH1 R132H inh: -1%; TrxR1 substrate: 543%[activator]; Pin1 inh: 0%; TrxR1 inh: 45%[activator]

What do the screens show for `COc1ccc(CCC(=O)NNC(=O)c2cccs2)cc1`?
PGK inhibitor: inactive; PI4K2A block: -5; GLS inh: 11%; HP1b chromo inh: 23%; USP1-UAF1 inh: -15%; IDH1 R132H inh: 11%; TrxR1 substrate: 3%; Pin1 inh: -5%; TrxR1 inh: 26%

How did CC(C)C(NC(=O)c1ccc([N+](=O)[O-])cc1Cl)C(=O)N1CCCC1 (centres undefined) do in these assays?
PGK inhibitor: -10%; PI4K2A block: 4; GLS inh: -22%; HP1b chromo inh: -17%; USP1-UAF1 inh: -11%; IDH1 R132H inh: 9%; TrxR1 substrate: 6%; Pin1 inh: -2%; TrxR1 inh: 34%

How did COc1ccccc1NC(=O)CC(NCCN(C)C)C(=O)O (centres undefined) do in these assays?
PGK inhibitor: 5%; PI4K2A block: 2; GLS inh: -1%; HP1b chromo inh: 35%; USP1-UAF1 inh: -5%; IDH1 R132H inh: -7%; TrxR1 substrate: 1%[57.1 µM]; Pin1 inh: 2%; TrxR1 inh: -12%[57.1 µM]

How did CCOC(=O)c1ccccc1NC(=O)c1cccnc1 do in these assays?
PGK inhibitor: 1%; PI4K2A block: -4; GLS inh: -5%; HP1b chromo inh: 34%[activator]; USP1-UAF1 inh: -10%; IDH1 R132H inh: 1%; TrxR1 substrate: 6%; Pin1 inh: 1%; TrxR1 inh: 10%

What do the screens show for `O=C1CC(c2ccco2)CC2=C1C(c1cccnc1)n1nc(C(F)(F)F)nc1N2` (centres undefined)?
HP1b chromo inh: -14%; TrxR1 substrate: 12%; Pin1 inh: inconclusive; TrxR1 inh: 43%[activator]

Source: PubChem (National Center for Advancing Translational Sciences (NCATS))
